Source: PubChem BioAssay (National Center for Advancing Translational Sciences (NCATS))
MCF10A rereplic = induces DNA re-replication in MCF 10a normal breast cells. MCF 10A DNA re-replication, Hoechst nuclear intensity, 48 h. Potency, µM (series often up to 46.1 µM), inactives show top-dose activity, positive = re-replication, actives largely listed as activators. hit rate 2.9% among 350,000; note: potency is the fitted concentration of half-maximal effect; % of control where 0% means no effect; nearly all actives have a fitted effect of over 50% in size
KB-3-1 cytotox = KB-3-1 parental cell cytotoxicity | KB-3-1 viability, CellTiter-Glo ATP luminescence, 72 h | Potency, µM (top dose mostly 46.1 µM), without a hit: at the highest dose activity change, negative = cytotoxic, usual class: cytotoxic | hit rate 1.4% among 400,000; note: potency is the fitted concentration of half-maximal effect; % is set by controls: 0 for no effect and ±100 for the full control effect; nearly all actives have a fitted effect of over 60% in size
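Viability of parental KB-3-1 cells, measured by CellTiter-Glo luminescence, followed a 72 h incubation at 37 °C with pinned compounds in phenol-red-free DMEM containing 10% FBS.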
S2 tox = viability counter-screen for ATXN expression inhibitors. S2 cells (HEK-293 line with an ATXN2-luciferase reporter) viability, CellTiter-Fluor protease fluorescence, 24 h. Potency, µM (titrated, usually from 56.7 µM), actives largely listed as cytotoxic. AID 651635. hit rate 0.49% among 400,000; note: potency is the fitted concentration of half-maximal effect; nearly all actives have a fitted effect of over 40% in size
ATXN2 expr inh = reduces ATXN2 reporter expression in HEK-293 cells; HEK-293 ATXN2-luciferase reporter, luminescence, 24 h; Potency, µM (titrated, usually from 57 µM), for the others: at the top dose activity change, negative = inhibition, actives largely listed as inhibitors; hit rate 0.72% among 360,000; note: potency is the fitted concentration of half-maximal effect; % is set by controls: 0 for no effect and ±100 for the full control effect; nearly all actives have a fitted effect of over 55% in size
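ATXN2-luciferase reporter cells (luciferase flanked by upstream and downstream ATXN2 gene portions) were treated 24 h at 37 °C with compounds at up to 57 uM. SteadyGlo luminescence gave expression; GF-AFC fluorescence gave viability.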
IL1B secr inh = inflammasome signaling inhibition, IL-1 beta readout. THP-1 LPS/ATP IL-1B secretion, AlphaLISA, 16 h; stronger effect = lower value. activity change, % at 57.5 µM. hit rate 4.7% among 360,000; in the data active = activity change below about -50%; inconclusive = mostly about -30% to -49%; note: % is set by controls: 0 for no effect and ±100 for the full control effect
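Secreted IL-1B measured by AlphaLISA bead assay after 16 h compound exposure of THP-1 cells; compounds (final up to 57.5 uM) added 1 h before LPS (250 ng/mL) and ATP (1.25 mM) stimulation; lower signal means less secretion.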
SW480 rereplic = inducers of DNA re-replication in SW480 colon cancer cells | SW480 DNA re-replication, Hoechst DNA content imaging, 48 h | Potency, µM (top dose mostly 46.1 µM), inactives show at the highest dose re-replication activation, usual class: activators | hit rate 1.8% among 340,000; note: potency is the fitted concentration of half-maximal effect; % of control where 0% means no effect; nearly all actives have a fitted effect of over 55% in size
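Quantitative HTS format with DMSO vehicle controls; 48 hr drug incubation at 37 C, then 40 min Hoechst staining and scanning imager measurement at 405 nm excitation.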
HepG2 viability = HepG2 cytotoxicity, counter-screen for TGF-b inhibitors; HepG2 CAGA-GFP viability, ATP luminescence, 18 h; Potency, µM (doses to about 46.1 µM), inactives show at the highest dose activity change, negative = cytotoxicity, usual class: cytotoxic; hit rate 0.76% among 410,000; note: potency is the fitted concentration of half-maximal effect; some results filed as inactive show a strong effect at the top dose
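CellTiter-Glo luminescence gave cytotoxicity after 18 hours at 37 degrees C. The cells were HepG2 CAGA-GFP in 1% FBS DMEM, stimulated with 500 pg/mL TGF-beta after compound addition. %Activity was normalised to no-cell wells (complete cell-killing) and DMSO (no toxicity), and curves were fitted and classified.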
HT1080 IDH1KD tx = toxicity to HT-1080 IDH1 knockdown cells (counter line) | HT-1080 IDH1 knockdown viability, ATP luminescence, 48 h | Potency, µM (highest dose often 46.1 µM), without a hit: at the highest dose activity, negative = toxicity, most hits filed as cytotoxic | hit rate 2% among 360,000 | AID 686971;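 note: potency is the fitted concentration of half-maximal effect; 0% = DMSO wells and -100% = cell-free medium wells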
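In this qHTS, HT-1080 cells depleted of IDH1 are exposed for 48 h at 37 °C to compound titrations. Toxicity is scored from CellTiter-Glo luminescence, with DMSO as full viability and medium alone as none.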
HT1080-NT tox = kills 2HG-producing HT-1080-NT fibrosarcoma cells. HT-1080-NT fibrosarcoma viability, CellTiter-Glo ATP luminescence, 48 h. Potency, µM (highest dose often 46.1 µM), for inactives: top-dose activity, negative = less viability, usual class: cytotoxic. hit rate 1.6% among 360,000;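 note: NT is the 2HG producing partner of a matched IDH1 knockdown line; potency is the fitted concentration of half-maximal effect; 0% = DMSO-treated cells and -100% = media-only wells without cells; nearly all actives have a fitted effect of over 55% in size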
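A 48-hour cytotoxicity screen used HT-1080-NT cells plated 2 hours before compound delivery. ATP-based CellTiter-Glo luminescence measured viability, normalized to DMSO and no-cell controls.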
The depositor's hits bear a star; i = inactive; ? = inconclusive; · = no result given; & = joins results of further samples; [ ] = remark or other dose. Unless noted, calls come from the whole dose curve; as a rule, active = well fitted curve in the direction sought with a large enough effect; inconclusive = small, poorly fitted or top-dose-only effect, or another doubt; inactive = no such curve, though single readings can be large; an effect the other way counts as inactive or inconclusive.

SMILES	MCF10A rereplic	KB-3-1 cytotox	S2 tox	ATXN2 expr inh	IL1B secr inh	SW480 rereplic	HepG2 viability	HT1080 IDH1KD tx	HT1080-NT tox
S=C1NC[C@H](Cc2ccccc2)N1CCc1cccc2ccccc12	-9%	0%	i	-22%	-6	-10%	-25%	3%	4%
CCOc1ccc(N2CC(NC(=O)c3cccc4ccccc34)CC2=O)cc1 (stereo unspecified)	6%	16%	i	6%	-17	-20%	-9%	5%	8%
O=C(OCc1ccccc1)N1CCC2CC1c1cc(N3CCN(S(=O)(=O)c4cccc(C(F)(F)F)c4)CC3)ccc12 (stereo unspecified)	·	-7%	i	1%	-12	·	-21%	-5%	-2%
CCOC(=O)C1CCCN(C(=O)CCNS(=O)(=O)c2ccc(Br)cc2)C1 (stereo unspecified)	4%	?	i	-10%	-20	?	-23%	-3%	-5%
OC(c1ccc(F)cc1)c1ncc(-c2ccccc2Cl)[nH]1 (stereo unspecified)	·	0%	i	50%[activator]	-15	·	-4%	10%	1%
O=C(CCCN1C(=O)c2ccccc2C1=O)NCc1ccco1	-1%	16%	i	-2%	18	-2%	0%	18%	18%
COc1ccc(Br)c(C(=O)NC2CCCC2)c1	-5%	7%	i	-13%[11.3 µM]	-6	?	-1%	5%	10%
Cc1ccc(CNC(=O)Cn2c(=O)n(-c3ccccc3)c(=O)c3sccc32)cc1	4%	2%	i	-11%	19	-6%	0%	-14%	-8%
CCOC(=O)[C@@H]1[C@H]2COc3cc(OC)ccc3[C@H]2N2C(=O)N(c3ccc(C)cc3)C(=O)[C@@]12C	20%	4%	i	0%	-18	1%	4%	15%	?
CC(=O)OCC(=O)C12OC(C)(C)OC1CC1C3CC=C4CC(O)CCC4(C)C3CCC12C (stereo unspecified)	?	-10%	i	-10%	2	4%	-7%	-7%	-9%
COc1cc(/C=C/C(=O)OCC(=O)N2CCc3ccccc32)cc(OC)c1OC	·	4%	i	·	-2	·	-6%	-5%	-3%
COc1ccc(-c2cc(C(=O)N(C)CCc3ccc(OC)c(OC)c3)c3ccccc3n2)cc1	?	-23%	i	-1%	-5	?	-4%	-6%	-9%
CCCC(=O)NC(=S)Nc1ccc(C(C)=O)cc1	21%	2%	i	50%[activator]	i	3%	-1%	2%	11%
COc1ccc(S(=O)(=O)N2CCN(C(=O)c3cc(-c4ccc(Br)cc4)n[nH]3)CC2)cc1OC	17%	?	i	?	·	?	-7%&-30%	?	?
C=CC[C@H](CC(=O)N(CCO)Cc1ccccc1)C(=O)N[C@H](COC(=O)[C@H](CC=C)CC(=O)OC(C)(C)C)Cc1ccccc1	?	0%	22µM*	-2%	-27	?	1%	-13%	-13%
COc1ccc(NC(=O)c2cc(-c3cc(F)ccc3OC)n[nH]2)c(C)c1	·	0%	i	8%	?	·	-11%	-13%	-22%
CCCCN(C(=O)c1ccc2c(c1)NC(=O)CS2)c1ccccc1	14%	-2%	i	-3%	-5	-10%	-22%	-1%	-5%
CCOC(=O)n1c(=O)oc2cc(S(=O)(=O)N3CCCCC3)ccc21	?	2%	i	-2%	10	-6%	4%	-8%	4%
O=C(c1cccc(Cl)c1)N1CCC(c2nc3c(nnn3Cc3ccc(F)cc3F)c(=O)[nH]2)CC1	·	-7%	i	1%	·	·	-6%	·	·
O=C(NCc1cccc(Cl)c1)c1cccc(S(=O)(=O)N2CCCC2)c1	-11%	·	i	2%	-8	8%	-1%	-2%	0%
CC(=O)c1ccc(NC(=O)C2C3C=CC(C3=C(c3ccccc3)c3ccccc3)C2C(=O)O)cc1 (stereo unspecified)	?	0%	i	·	-4	-1%	3%	3%	3%
COc1ccccc1NS(=O)(=O)c1cc(C(=O)NCC2CCCO2)ccc1C (stereo unspecified)	0%	3%	i	9%	2	0%	4%	0%	1%
N#C/C(=C1/CCCN1)c1ccccn1	17%	-11%	?	3%	-4	0%	-2%	6%	?
CC1(C)CC(=O)C(C2C3=C(CC(C)(C)CC3=O)Oc3ccccc32)=C(O)C1 (stereo unspecified)	2%	-1%	?	-5%	-20	-4%	-4%	10%	16%
Cc1ccc(S(=O)(=O)N(Cc2ccccc2)C(C)C)cc1	-2%	-9%	i	-4%	0	-16%	-31%	2%	-6%
Next records follow:
SMILES	MCF10A rereplic	KB-3-1 cytotox	S2 tox	ATXN2 expr inh	IL1B secr inh	SW480 rereplic	HepG2 viability	HT1080 IDH1KD tx	HT1080-NT tox
CCN(CC)S(=O)(=O)c1ccc(C)c(NC(=O)COc2ccc3c(C)cc(=O)oc3c2)c1	22%	16%	i	2%	20	0%	-7%	10%	10%
O=C(NCCc1ccccc1Cl)C1CCC(=O)N(C2CCCCCC2)C1 (stereo unspecified)	0%	6%	i	9%	19	-4%	2%	4%	15%
NC(=O)c1ccc(NC(=O)C2COc3ccccc3O2)cc1 (stereo unspecified)	0%	3%	i	6%	?	-5%	-17%	3%	0%
O=C(Nc1ccc2c(c1)N(S(=O)(=O)c1cccs1)CCC2)c1c(F)cccc1Cl	?	-10%	i	-10%	-12	-1%	-29%	-6%	1%
Cc1cc(C)n(CC(C)(O)c2ccccc2)n1 (stereo unspecified)	-6%	1%	i	8%	26	3%	1%	-1%	1%
NC(=O)c1c(/N=C/c2cccnc2)sc2c1CCCC2	6%	2%	i	104%[activator]	13	-5%	0%	-20%	-24%
CCN(CC)c1ccc(O)c(C=Nc2ccc(C)c(C)c2)c1	28%	?	i	20%	-8	-9%	9%	10%	5%
NC(=O)CC(NC(=O)Cc1cccc2ccccc12)c1ccc(N2CCCCCC2)c([N+](=O)[O-])c1 (stereo unspecified)	?	8%	?	-12%	-15	-12%	-17%	-14%	-26%
O=C(O)C1C2CCC(O2)C1C(=O)Nc1ccc(Cl)cc1F (stereo unspecified)	-33%[inhibitor]	-5%	i	-39%[2.22 µM]	19	-82%[inhibitor][1.84 µM]	3%	0%	4%
O=C(CN1C(=O)c2ccccc2S1(=O)=O)NC(Nc1ccccc1F)C(Cl)(Cl)Cl (stereo unspecified)	19%	?	i	-5%	44	5%	-5%	3%	15%
CCc1ccccc1N(C(=O)c1ccco1)C(C(=O)NC1CCCC1)c1cccnc1 (stereo unspecified)	-9%	-15%	i	61%[activator]	-16	-3%	0%	-5%	-6%
O=C(CCn1ccc([N+](=O)[O-])n1)Nc1nccs1	-4%	12%	i	-25%	12	-3%	-40%	5%	15%
O=C(/C=C/Nc1ccccc1)c1ccc(Oc2ncccn2)cc1	3%	4%	?	-33%	?	-2%[9.22 µM]	-21%	-7%	1%

Of the compounds above, these have a thiophene ring, fused or not.
SMILES	MCF10A rereplic	KB-3-1 cytotox	S2 tox	ATXN2 expr inh	IL1B secr inh	SW480 rereplic	HepG2 viability	HT1080 IDH1KD tx	HT1080-NT tox
Cc1ccc(CNC(=O)Cn2c(=O)n(-c3ccccc3)c(=O)c3sccc32)cc1	4%	2%	i	-11%	19	-6%	0%	-14%	-8%
O=C(Nc1ccc2c(c1)N(S(=O)(=O)c1cccs1)CCC2)c1c(F)cccc1Cl	?	-10%	i	-10%	-12	-1%	-29%	-6%	1%
NC(=O)c1c(/N=C/c2cccnc2)sc2c1CCCC2	6%	2%	i	104%[activator]	13	-5%	0%	-20%	-24%

One compound at a time, as listed above. Screens in order: MCF10A rereplic	KB-3-1 cytotox	S2 tox	ATXN2 expr inh	IL1B secr inh	SW480 rereplic	HepG2 viability	HT1080 IDH1KD tx	HT1080-NT tox
Results for CCN(CC)c1ccc(O)c(C=Nc2ccc(C)c(C)c2)c1 = 28%	?	i	20%	-8	-9%	9%	10%	5%
Results for O=C(CCn1ccc([N+](=O)[O-])n1)Nc1nccs1 = -4%	12%	i	-25%	12	-3%	-40%	5%	15%
Results for NC(=O)c1ccc(NC(=O)C2COc3ccccc3O2)cc1 (stereo unspecified) = 0%	3%	i	6%	?	-5%	-17%	3%	0%
Results for O=C(Nc1ccc2c(c1)N(S(=O)(=O)c1cccs1)CCC2)c1c(F)cccc1Cl = ?	-10%	i	-10%	-12	-1%	-29%	-6%	1%
Results for O=C(CN1C(=O)c2ccccc2S1(=O)=O)NC(Nc1ccccc1F)C(Cl)(Cl)Cl (stereo unspecified) = 19%	?	i	-5%	44	5%	-5%	3%	15%
